MITF primary = blocks human microphthalmia-associated transcription factor; O75030; AlphaScreen MITF homodimerization, bead proximity signal; inhibition, % at 2.6 µM; 650,000 tested, 0.91% active; in the data active = inhibition above about 50%;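 also: 0% = vehicle wells with protein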
Target sequence (O75030 whole entry, looked up): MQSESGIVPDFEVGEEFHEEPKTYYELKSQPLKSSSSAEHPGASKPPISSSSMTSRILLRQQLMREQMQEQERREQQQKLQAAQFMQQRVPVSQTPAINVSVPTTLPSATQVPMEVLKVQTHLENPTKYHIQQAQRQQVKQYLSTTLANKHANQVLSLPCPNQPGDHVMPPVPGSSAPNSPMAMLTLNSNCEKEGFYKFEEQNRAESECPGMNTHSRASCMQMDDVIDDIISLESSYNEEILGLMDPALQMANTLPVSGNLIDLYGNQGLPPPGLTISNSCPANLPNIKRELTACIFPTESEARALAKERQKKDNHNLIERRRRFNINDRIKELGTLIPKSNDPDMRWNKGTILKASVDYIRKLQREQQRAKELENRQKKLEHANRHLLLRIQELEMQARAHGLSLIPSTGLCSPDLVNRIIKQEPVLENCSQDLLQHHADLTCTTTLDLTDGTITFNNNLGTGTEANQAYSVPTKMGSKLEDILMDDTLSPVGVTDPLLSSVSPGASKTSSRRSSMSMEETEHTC
TEAD-YAP block = TEAD-YAP interaction inhibition. 640,000 tested, 1.4% active. HEK-TIYL cells, TEAD-Gal4/YAP UAS-luciferase luminescence. inhibition, % at 9.12 µM; in the data active = inhibition above about 32%;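 also: 0% = median of test compound wells and 100% = reference inhibitor wells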
GPR151 ag = activates the human receptor GPR151; PathHunter beta-arrestin GPR151 cells, luminescence; 650,000 tested, 1% active; activation, % at 11.2 µM; Q8TDV0; AID 1508602; in the data active = activation above about 4.9%;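 also: 0% = median of compound wells and 100% = cells with positive control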
Target sequence (Q8TDV0 whole entry, looked up): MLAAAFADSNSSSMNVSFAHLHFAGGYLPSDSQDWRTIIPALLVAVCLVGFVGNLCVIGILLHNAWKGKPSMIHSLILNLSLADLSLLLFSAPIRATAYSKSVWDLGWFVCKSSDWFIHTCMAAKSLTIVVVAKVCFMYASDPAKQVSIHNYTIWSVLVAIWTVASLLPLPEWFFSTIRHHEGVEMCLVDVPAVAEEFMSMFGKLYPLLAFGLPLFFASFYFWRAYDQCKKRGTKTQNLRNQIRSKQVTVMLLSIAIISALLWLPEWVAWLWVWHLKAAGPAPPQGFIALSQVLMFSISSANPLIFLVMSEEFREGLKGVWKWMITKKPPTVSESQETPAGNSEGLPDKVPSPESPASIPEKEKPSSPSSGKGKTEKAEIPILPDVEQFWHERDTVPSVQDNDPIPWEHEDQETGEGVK
FBW7 act = human FBW7 E3 ligase activation, primary screen; Q969H0; AlphaScreen FBW7–phospho-cyclin E peptide binding, activator screen; normalized activity (activation), % at 26.1 µM; 650,000 tested, 0.13% active; AID 1259310; in the data active = normalized activity above about 1.9%;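 also: purified mutant Fbw7 with reduced substrate affinity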
Starred values were filed as active, the others as inactive; · = no result given.

Below each compound – MITF primary, TEAD-YAP block, GPR151 ag, FBW7 act
- CCC1CN(CCNC(=O)Cc2cn3ccsc3n2)Cc2cc(OC)ccc2O1 (centres undefined)
  13, 3, -0.9, 0.5
- O=C(CN1CC(=O)Oc2ccccc21)OCC(=O)c1ccc(Br)cc1
  8, -14, 0.2, -0.1
- CN(C)S(=O)(=O)c1ccc(S(=O)(=O)NCc2ccncc2)cc1
  -12, 43*, 0.7, -0.1
- COc1cc(NC(=O)N2c3ccccc3CC2C)cc(OC)c1OC (centres undefined)
  -6, -9, -1.3, 0.0
- COc1cc(C2c3cccn3CCN2C(=O)Nc2ccc3c(c2)OCO3)cc(OC)c1OC (centres undefined)
  19, -19, -1.8, -0.1
- COc1ccccc1/C=C/C1=NC(=C\c2cccc(OC(C)=O)c2)/C(=O)O1
  8, -8, -0.1, -0.1
- CCCC1=NN2C(=N)/C(=C/c3cn(Cc4ccccc4F)c4ccccc34)C(=O)N=C2S1
  -8, -6, 1.1, -0.1
- Cc1ccc(OCCSc2nnc(-c3ccco3)n2C)cc1
  11, -4, -1.3, 0.4
- O=C(/C=C/c1ccccc1)N1CCCC1=O
  0, -32, -0.5, -0.1
- COc1cccc(-c2cc(C(=O)N3CCn4c(CO)nnc4C3)no2)c1
  -3, 7, -0.5, 0.2
- CCCCOc1ccc(-c2nc(C=Nc3ccc(F)c(Cl)c3)c(O)o2)cc1
  -4, -6, 2.0, -0.1
- Cc1ccc2oc(=O)c3cc(C(=O)N4CCC(C(N)=O)CC4)sc3c2c1
  1, 3, 0.7, 0.3
- COc1ccc(COC(=O)N/N=C2\C[C@@H](O)[C@@H](O)[C@@H]3[C@@H]4C(=O)N([C@@H](C)c5ccccc5)C(=O)[C@@H]4CC[C@@H]23)cc1
  -7, ·, 1.1, -0.2
- CCCCC(C(=O)O)N1C(=O)/C(=C2/C(=O)N(C(C)=O)c3ccccc32)SC1=S (centres undefined)
  7, 10, -1.7, -0.2
- CC(=O)Nc1ccc(NC(=O)CN(c2ccccc2F)S(C)(=O)=O)cc1
  2, 6, -1.0, -0.1
- Cc1c(C(=O)NCCN2CCCCC2C)sc2nc3n(c(=O)c12)CCCCC3 (centres undefined)
  -5, -3, 0.4, -0.2
- O=C(COc1ccccc1Cl)N1CCN(c2ccccn2)CC1
  8, 6, -1.0, 0.7
- COc1cccc(/C(O)=C2\C(=O)C(=O)N(c3cc(C)on3)C2c2ccc([N+](=O)[O-])cc2)c1 (centres undefined)
  -1, 8, 0.3, -0.2
- COc1ccccc1NC(=O)CN1C(=O)C(c2ccc(F)cc2)=NC12CCCCC2
  -10, 0, 0.4, 0.0
- O=C(CSCc1cccc(F)c1)NCc1ccc(F)cc1
  13, -32, -2.1, 0.2
- CC(C)(C)c1cc(/C=C(\C#N)C(N)=S)cc(C(C)(C)C)c1O
  -2, 47*, 2.6, -0.1
- CC(C)(C)c1cc(CN2CCCCC2)c(C(=O)O)o1
  19, 7, 0.8, 1.0
- C=CCOc1ccccc1/C=C1/SC(N2CCOCC2)=NC1=O
  8, -30, -2.3, -0.2
- O=C(C(=O)c1cccc(Cl)c1)c1ccccc1
  -17, 3, -0.5, -0.1
- COc1cc(C(C)=O)ccc1OCC(O)CN1CCN(c2c(C)cccc2C)CC1 (centres undefined)
  18, -3, -0.1, 0.1
- Cc1ccc(/C=C2\CCC/C(=C\c3cccs3)C2=O)cc1
  9, -13, 0.6, 0.0
- CCCCOc1ccc(NC(=O)CCSc2nccn2C)cc1
  -2, -8, -0.2, 0.1
- CCOC(=O)CSC1=C(C#N)C(c2ccco2)CC(=O)N1 (centres undefined)
  1, 55*, -0.1, -0.1
- COc1ccc2ccccc2c1C=Nc1ccc(S(N)(=O)=O)cc1
  8, 2, -0.5, 0.1
- COc1ccccc1NC1=NS(=O)(=O)c2ccccc21
  4, -7, -1.3, 0.1

Copied from the list:
Value for Cc1ccc(/C=C2\CCC/C(=C\c3cccs3)C2=O)cc1 in MITF primary: 9
Value for COc1cccc(/C(O)=C2\C(=O)C(=O)N(c3cc(C)on3)C2c2ccc([N+](=O)[O-])cc2)c1 (centres undefined) in FBW7 act: -0.2
Value for COc1ccccc1NC1=NS(=O)(=O)c2ccccc21 in FBW7 act: 0.1
Value for O=C(COc1ccccc1Cl)N1CCN(c2ccccn2)CC1 in MITF primary: 8

(cont.)
Below each compound – MITF primary, TEAD-YAP block, GPR151 ag, FBW7 act
- C(=N\NC1=Nc2cccc3cccc1c23)/c1ccccn1
  47, -68, 0.3, 0.3
- COc1ccc(C(=O)N2CC=C[C@H]2C(=O)NCCc2ccccc2)cc1
  -7, 6, 0.8, 0.1
- Cc1ccn2c(-c3csc(Nc4ccccc4C)n3)c(C)nc2c1
  2, 24, 0.1, -0.2
- O=C(CCS(=O)(=O)Cc1ccccc1F)NCCc1ccc(Cl)cc1
  3, 3, -1.3, 0.0
- CC(=O)Nc1cccc(Oc2nnc(-c3ccc(Cl)cc3)c3ccccc23)c1
  -9, 5, -1.1, 0.0
- Cc1cccnc1CN(C)C(=O)CC1(c2ccc(-c3ccccc3)cc2)CC(=O)N(C)C1=O (centres undefined)
  4, 7, 1.7, -0.1
- CCN(CC)C(=O)CSc1nnc(-c2cccs2)n1Cc1ccco1
  0, 4, -1.1, 0.4
- Cc1nc(CC(=O)N2CCCC(CNC(=O)c3ccc(F)cc3)C2)cs1 (centres undefined)
  2, 2, 0.1, 0.1
- Cc1ccccc1OCC(O)Cn1c(N2CCNCC2)nc2c1c(=O)n(C)c(=O)n2C (centres undefined)
  -3, 4, -0.8, -0.1
- O=C(c1ccc(COc2ccc(Br)cc2)cc1)N1CCOCC1
  -12, 6, 0.9, 0.2
- COc1ccc(/C(C)=N/NC(=O)Cc2c(C)nc(C)[nH]c2=O)cc1
  -1, -4, -1.0, -0.1
- Cc1ccc(OCC(=O)Nc2ccc(S(=O)(=O)N3CCOCC3)cc2)cc1C
  -6, 3, 2.7, -0.1
- CCOC(=O)C1=C(C)NC2=C(C(=O)C(C(=O)OCC)C(c3ccc(OC)cc3)C2)C1c1ccccc1Cl (centres undefined)
  -2, 8, 1.0, 0.2
- O=C(c1cnccc1Nc1ccc2[nH]ncc2c1)N1CCC(O)CC1
  2, 3, 0.1, 0.4
- CCCCC(C(=O)Nc1cc(C)ccc1C)N1C(=O)c2ccccc2C1=O (centres undefined)
  3, -9, -0.5, -0.2
- COC(CNC(=O)c1c[nH]c2ccc(S(=O)(=O)N3CCC4(CC3)OCCO4)cc2c1=O)OC
  10, 5, -3.1, 0.4
- Cc1ncsc1CCCNC(=O)CCC1(Cc2ccc3c(c2)OCO3)CCC(=O)N1 (centres undefined)
  -6, -3, 1.3, -0.2
- Cc1ccc(-c2nc3ccccc3o2)cc1NC(=S)NC(=O)c1cc2ccccc2o1
  10, -12, -0.7, 0.0
- CCN(C(=O)COC(=O)Cn1[nH]c(=O)c2ccccc2c1=O)c1cccc2ccccc12
  -1, -6, -1.0, -0.1
- CC1=NN(c2ccccc2)C(=O)/C1=C\c1cccn1-c1ccc(S(N)(=O)=O)cc1
  4, -9, -1.6, -0.7
- CCOc1ccccc1NC(=O)c1ccccc1C
  -88, 4, 0.2, 0.2
- CC(=O)NC1C(Oc2ccccc2)OC(COC(C)=O)C(OC(C)=O)C1OC(C)=O (centres undefined)
  -1, -7, 0.4, -0.1
- CCCOC(=O)Nc1nnc(CCC)s1
  -9, -5, -0.8, 0.0
- CC(=O)Nc1cccc(OCC(=O)Nc2cccc(Cl)c2Cl)c1
  5, -65, 0.4, -0.2
- COc1ccc(/C=C/CN2CCN(Cc3ccc(C)cc3)C(CCO)C2)cc1 (centres undefined)
  10, 0, -1.3, 0.6
- COCCCNc1nc2ccccc2n2nnnc12
  6, -10, -1.9, 0.1
- CCOC(=O)c1cc(C)n2nc(-c3ccc(C(C)(C)C)cc3)cc2n1
  8, 25, -1.2, 0.3
- COc1ccc(C2=NN(C(=O)CCCC(=O)O)C(c3cc(OC)ccc3OC)C2)cc1 (centres undefined)
  1, 9, -0.7, 0.1
- Cn1cc(-c2cc(Nc3ccc(-n4cnc(-c5ccncc5)n4)cc3)ncc2Cl)cn1
  4, 3, 1.2, -0.2
- COc1cc(OC)cc(-n2nnc(-c3nc(-c4ccccc4F)no3)c2N)c1
  -3, -11, 1.7, -0.2

Next section:
structure,MITF primary,TEAD-YAP block,GPR151 ag,FBW7 act
CCSCCOC(=O)C1=C(C)NC2=C(C(=O)CC(c3ccc(OC)cc3)C2)C1c1ccc(Cl)cc1 (centres undefined),3,8,1.2,0.1
Cc1ccc2[nH]c(=O)c(C(c3nnnn3CCc3ccccc3)N3CCOCC3)cc2c1 (centres undefined),4,-1,0.6,0.0
CCOc1ccc2[nH]c(=O)c(CN(CC3CCCO3)C(C)=O)cc2c1 (centres undefined),0,7,0.1,0.0
COc1cccc(CNCC(C)O)c1OC (centres undefined),4,-6,-0.7,-0.3
CC(=O)Nc1cnn(-c2ccc(C(=O)NC(c3ccncc3)c3ccccc3C)cc2)c1 (centres undefined),-4,-7,5.4*,0.5
Cc1ccc(C(=O)O)cc1N1C(=O)c2ccc([N+](=O)[O-])cc2C1=O,2,9,0.4,0.0
CC1N(O)C(C)(C)C(c2ccc(Cl)cc2)=[N+]1[O-] (centres undefined),20,4,-1.2,0.4
c1ccc(CNc2nc(Nc3ccc4ncccc4c3)nc3c2ncn3-c2ccccc2)cc1,-4,-4,1.5,0.0
Cc1ccc([N+](=O)[O-])cc1S(=O)(=O)NCCOc1ccccc1Cl,7,7,-0.3,0.0
COc1ccc(CNc2ncc(-c3ccc(Cl)cc3)n2C)c(OC)c1OC,14,0,0.6,-0.2
O=C(c1ccccc1F)N1CCc2c(nc(N3CCCC3)[nH]c2=O)C1,12,2,-1.5,0.8
O=S(=O)(Cc1ccccc1)N1CCc2ccccc2C1,-5,1,0.5,0.0
O=C(CSc1nnc(Nc2ccccc2)s1)Nc1ccc(N2CCOCC2)cc1,4,-8,-0.2,0.1
COC(=O)CC(=O)CSc1nc2c(cc1C#N)CCCCC2,3,-57,-1.8,0.3
O=C(COc1ccccc1)N1CCN(C(=O)c2ccccc2F)CC1,-5,11,-1.6,0.7
CCOCCCNc1c(CC)c(C)c(C#N)c2nc3ccccc3n12,16,-9,-0.7,0.1
O=C(O)c1cc(NC(=O)c2ccc(Cl)cc2Cl)cc(C(=O)O)c1,0,13,3.9,0.1
COc1ccc(CCNS(=O)(=O)c2ccc(Cl)cc2)cc1OC,0,-15,-1.4,0.5
Cc1c(-c2nc3cnccn3c2NCCc2ccccc2)cnn1C,-1,-46,0.1,-0.2
N#C/C(=C\c1cccs1)C(=O)NCc1cccs1,-3,-19,0.1,0.7
O=C(O)c1ccc(NC2=CC(c3ccccc3)N(c3ccc(C(=O)O)cc3)C2=O)cc1 (centres undefined),-5,-7,-2.0,0.0
Cc1ccc(CNC(=O)c2cc3ccccc3oc2=O)cc1,16,-9,-1.4,0.1
Cc1cc(C)nc(NS(=O)(=O)c2ccc(NC(=O)CSc3ncn[nH]3)cc2)n1,17,7,-0.6,0.1
COc1cc([N+](=O)[O-])ccc1NC(=O)NCCCn1cc(Br)cn1,-3,9,-0.1,0.1
Nc1nc(N)nc(CCCn2c(-c3nonc3N)nc3ccccc32)n1,12,57*,-0.3,0.0
O=C1CN(C(=O)CN2CCOCC2)c2ccccc2N1,1,7,1.7,-0.1
Cc1occc1-c1nnc(SCC(=O)NCc2ccccc2)n1-c1ccccc1,15,2,-1.8,0.5
COC(=O)c1ccc(C(=O)N2CCn3c(nnc3C3CC3)C2)cc1,-15,-4,0.2,-0.1
CCN1CCN(Cc2nc3c(c(=O)n(C)c(=O)n3C)n2CCOC)CC1,13,11,1.0,0.3
C=CCn1c(SCC(=O)c2ccccc2)nc2sc3c(c2c1=O)CC(C)(C)OC3,3,-7,3.6,-0.1

4 compounds picked at random from the list so far, as already listed:
structure,MITF primary,TEAD-YAP block,GPR151 ag,FBW7 act
CCOc1ccc2[nH]c(=O)c(CN(CC3CCCO3)C(C)=O)cc2c1 (centres undefined),0,7,0.1,0.0
Cc1ccc([N+](=O)[O-])cc1S(=O)(=O)NCCOc1ccccc1Cl,7,7,-0.3,0.0
COc1cc([N+](=O)[O-])ccc1NC(=O)NCCCn1cc(Br)cn1,-3,9,-0.1,0.1
COc1cccc(CNCC(C)O)c1OC (centres undefined),4,-6,-0.7,-0.3

Next records:
structure,MITF primary,TEAD-YAP block,GPR151 ag,FBW7 act
CN(C)Cc1c(C(=O)N/N=C/c2ccsc2)nnn1-c1nonc1N,19,2,0.3,0.1
O=C(NCc1ccc(C(=O)NC2CCCC2)cc1)c1ccc(Br)cc1,16,13,-0.5,0.2
O=C(NCc1ccc2c(c1)OCO2)C1c2ccccc2Oc2ccccc21,5,10,-0.2,-0.1
Cc1ccccc1OCC(O)CN1CCN(CC(O)COc2ccccc2C)C(C)C1 (centres undefined),55*,3,-1.4,0.0
COc1ccc2nc(C)cc(Nc3ccc(N4CCOCC4)cc3)c2c1,1,-3,1.3,-0.3
CC(OC(=O)CCNC(=O)c1ccc(N)cc1)C(=O)Nc1cc(Cl)cc(Cl)c1 (centres undefined),4,14,0.3,-0.1
C/C(=N\NC(=O)c1cccc(C)c1)c1ccc(N)cc1,-1,-36,0.3,0.3
CSc1nc2ccc(NC(=O)CCC(=O)c3cccs3)cc2s1,-14,-6,-1.2,-0.2
COc1cc2cc3c(N)c(C(=O)c4ccc5c(c4)OCCO5)sc3nc2cc1OC,22,-13,0.5,0.8
O=C(Nc1ccccc1C(F)(F)F)c1ccc2nsnc2c1,6,-8,0.8,-0.2
O=c1[nH]c2nc[nH]c(=O)c2[nH]1,-10,-2,-1.3,0.1

From PubChem BioAssay
